Source: PubChem
TCR activator = activators of T cell receptors; primary human leukocytes, anti-CD3, IL-2 HTRF, 48 h; Potency, µM (top dose mostly 9.22 µM), without a hit: at the top dose activation of IL-2 secretion, most hits filed as activators; 330,000 tested, under 10 active; AID 504894; further: % of control where 0% means no effect
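48 hr co-incubation of compounds, a-CD3 beads and primary human leukocytes; IL-2 quantified homogeneously by HTRF with anti-IL-2 K and d2 conjugates.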
Eya2 inh = blocks the phosphatase activity of human Eya2 | O00167 | recombinant Eya2, OMFP fluorescence dephosphorylation (OMFP is methylfluorescein phosphate) | Potency, µM (series often up to 76.9 µM), for the others: at the top dose activity, negative = inhibition, hits mostly inhibitors | 330,000 compounds, 0.006% hits | AID 488837; further: potency means the concentration at half of the fitted maximal effect; on the % scale 0 is the no-effect control and ±100 the full control effect
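Eya2 protein (added as 0.2 uM solution) was preincubated with compound for 10 min at ambient temperature in 50 mM HEPES pH 7.5, 50 mM NaCl, 5 uM MgCl2, 0.05% BSA, 1 mM DTT. OMFP (added at 50 uM) then reacted 10 min; fluorescence read at 485/525 nm.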
Mito fusion yeast = mitochondrial division inhibition or fusion activation; S. cerevisiae fusion-defective mutant growth rescue, CellTiterGlo 48 h; Potency, µM (series often up to 46.1 µM), inactives show at the top dose growth rescue (activation), actives largely listed as activators; 320,000 compounds, 0.23% hits; AID 485298;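 further: potency means the concentration at half of the fitted maximal effect; % of control where 0% means no effect; nearly all actives have a fitted effect of over 45% in size; temperature-sensitive fusion mutants such as fzo1-1 at 37 °C on non-fermentable ethanol glycerol medium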
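Luminescent cell viability in 1536-well qHTS format served as the measure of rescued growth in ts fusion-mutant S. cerevisiae cultured on non-fermentable YPEG for 48 hours at 37C.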
A-T KAP1 phos = potential ataxia-telangiectasia treatment. […] A-T fibroblasts, KAP-1 phosphorylation AlphaLISA; neocarzinostatin DNA damage 30 min before lysis. Potency, µM (top dose mostly 57.5 µM), for inactives: at the highest dose activation, usual class: activators. 320,000 compounds, 0.19% hits; further: potency means the concentration at half of the fitted maximal effect; % of control where 0% means no effect; nearly all actives have a fitted effect of over 45% in size
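hTERT-immortalized A-T patient fibroblasts ([…]), 500 cells/well in OPTI-MEM, 1% FBS, got compounds for 60 min, then NCS for 30 min at 37C. Lysates were then assayed for phospho-KAP-1 by AlphaLISA (anti-pKAP1 donor, anti-KAP1 acceptor beads), 6 hr at 25C.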
KCNH2 3.1 inh = KCNH2 3.1 (human) potassium channel inhibition; U2OS KCNH2 3.1, thallium flux FluxOr; hits give low values; 340,000 compounds, 0.95% hits; AID 720553; activity change, % (tested at about 1.8 µM);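 active means maximum activity change below -70%; inconclusive means maximum activity change from -70% to -50%; inactive means maximum activity change above -50%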;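 further: thallium influx rate constant from kinetic fluorescence after stimulation buffer; on the % scale 0 is the no-effect control and ±100 the full control effect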
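We transduce U2OS cells with the mutant 3.1 virus, culture them overnight, load FluxOr with Red40 quencher for 45 min, then add stimulation buffer and read kinetically for 2 min to derive a normalized rate constant.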
TRPV1 agonist = activates the human vanilloid receptor TRPV1 | TRPV1-expressing cells, Fluo-8 calcium influx, agonist mode | activation, % at 8.33 µM | Q8NER1 | 320,000 compounds, 0.19% hits; in the data active means activation above about 80%; inconclusive means between about 30% and that limit; further: 0% is about no effect
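TRPV1-expressing cells were cultured overnight at 35.5C and loaded with Fluo-8 calcium dye for 40 to 90 min at room temperature. After a 10 s baseline, compound was added and calcium influx was read kinetically for 3 min (ex 480/em 520 nm).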
ELG1 DNA repair = ELG1-dependent DNA repair inhibition; HEK293T ELG1-luciferase reporter, luminescence, 16 h; DNA damage induced by 5-fluorouridine; Potency, µM (doses to about 46.1 µM), without a hit: at the highest dose activity change, negative = inhibition, most hits filed as inhibitors; 330,000 compounds, 2.3% hits; AID 504467; further: potency means the concentration at half of the fitted maximal effect; on the % scale 0 is the no-effect control and ±100 the full control effect; nearly all actives have a fitted effect of over 55% in size
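5-Fluorouridine DNA damage + compound/DMSO, 2,000 cells/well, 16 h, 37 °C/5% CO2. ONE-Glo, 30 min RT, luminescence. Readout = decrease in reporter signal.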
KCNH2 WT inh = blocks the wildtype human KCNH2 potassium channel. Q12809. U2OS, BacMam KCNH2, thallium flux FluxOr; hits give low values. activity change, % at 1.84 µM. 340,000 compounds, 0.37% hits. AID 720551;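 active means maximum activity change below -70%; inconclusive means maximum activity change between -70% and -50%; inactive means maximum activity change above -50%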; further: on the % scale 0 is the no-effect control and ±100 the full control effect
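U2OS cells were transduced with wild-type KCNH2 virus (2.03 x 10^8 / mL) for 4 h at room temperature, then cultured overnight at 37 C. Thallium flux was read with FluxOr dye. Rate constants were normalized to DMSO controls.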
USP2a block = blocks human ubiquitin-specific protease USP2a; USP2 core, Ub-CHOP2 coupled fluorogenic reporter, 485/531; Potency, µM (doses to about 38.3 µM), inactives show at the highest dose activity change, negative = inhibition, actives largely listed as inhibitors; 330,000 compounds, 0.01% hits; O75604;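 further: potency means the concentration at half of the fitted maximal effect; plate controls were DMSO wells for no effect and full inhibition by NEM control for full effect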
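Cell-free coupled assay: 10nM USP2 core preincubated 30min RT with compound in Tris-HCl pH 8.0/CaCl2/CHAPS buffer, then 25nM Ub-CHOP2 and 25nM reporter substrate; fluorescence (Ex 485/Em 531) read after 60min RT, normalized to NEM inhibition, concentration-response curves fitted.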
TSHR antagonist = blocks TSH signaling through the human TSH receptor; activity change, negative = inhibition, % at 11.5 µM; 330,000 compounds, 0.2% hits; TSHR-expressing cells, TSH-stimulated cAMP HTRF, 2 h; hits give low values;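 active means activity change below a set negative limit, meaning inhibition stronger than a set level, cut at about -70% in these data; inconclusive means activity change between two set negative limits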; further: on the % scale 0 is the no-effect control and ±100 the full control effect
Target sequence (P16473 whole entry, looked up): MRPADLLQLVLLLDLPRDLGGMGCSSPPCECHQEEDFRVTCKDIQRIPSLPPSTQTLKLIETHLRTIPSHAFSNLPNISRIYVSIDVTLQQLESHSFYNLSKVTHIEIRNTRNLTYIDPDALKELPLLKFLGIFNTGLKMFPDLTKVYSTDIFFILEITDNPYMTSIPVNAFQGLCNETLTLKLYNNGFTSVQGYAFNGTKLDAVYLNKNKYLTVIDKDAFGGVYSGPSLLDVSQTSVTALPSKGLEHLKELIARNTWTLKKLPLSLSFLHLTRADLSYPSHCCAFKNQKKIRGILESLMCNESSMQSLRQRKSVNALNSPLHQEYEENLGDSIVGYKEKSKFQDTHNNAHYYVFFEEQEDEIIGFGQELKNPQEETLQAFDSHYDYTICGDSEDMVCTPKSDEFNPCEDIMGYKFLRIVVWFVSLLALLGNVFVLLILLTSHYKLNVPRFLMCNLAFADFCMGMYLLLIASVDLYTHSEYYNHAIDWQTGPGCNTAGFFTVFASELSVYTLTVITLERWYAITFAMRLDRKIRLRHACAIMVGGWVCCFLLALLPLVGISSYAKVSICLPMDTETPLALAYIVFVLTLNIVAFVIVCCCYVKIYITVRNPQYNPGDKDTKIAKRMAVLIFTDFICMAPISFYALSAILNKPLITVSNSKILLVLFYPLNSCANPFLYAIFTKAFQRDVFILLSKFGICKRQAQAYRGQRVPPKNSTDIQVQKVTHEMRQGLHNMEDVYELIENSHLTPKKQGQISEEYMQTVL
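Cell-based HTRF cAMP assay; TSHR cells + compound, TSH EC80 (4nM final), 2 h, 37 deg C. Lysis with anti-cAMP cryptate and cAMP-d2, 30 min RT, read 665/620 nm.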
The depositor's hits bear a star; ? = inconclusive; · = not tested or not shown; [ ] = another dose, or the depositor's remark. Unless noted, the call rests on the fitted dose curve; in most records, active means well fitted curve in the direction sought with a large enough effect; inconclusive means small, poorly fitted or top-dose-only effect, or another doubt; inactive means no such curve, though single readings can be large; an effect the other way counts as inactive or inconclusive. Some of the compounds tested; the hit share may differ from the screen's.

SMILES | KCNH2 WT inh | A-T KAP1 phos | Mito fusion yeast | TCR activator | KCNH2 3.1 inh | USP2a block | TSHR antagonist | TRPV1 agonist | Eya2 inh | ELG1 DNA repair
CN(C)C(=O)N1CCC(C(=O)NCc2ccccc2Cl)CC1 | 4 | -6% | 2% | -3% | -2 | -1% | 4 | 2 | 19% | 9%
N#C/C(=C\c1ccc(-c2cccc(Cl)c2)o1)C(=O)Nc1cccc2cccnc12 | 9 | · | -2% | 6% | -4 | 5% | 2 | -4 | 2% | 2%
O=C(c1ccccc1)N1CCN(c2ccc([N+](=O)[O-])cc2-n2cccc2)CC1 | -21 | 6% | 25% | -5% | 13 | 4% | 5 | 6 | -5% | ?
COc1cc(CNC(C)c2ccccc2)c(Br)cc1OCC(N)=O (configuration not stated) | -1 | 6% | -3% | · | -10 | 2% | -6 | 2 | 6% | -17%
CS(=O)(=O)N(Cc1ccccc1)c1ccc(C(=O)NCc2ccccc2)cc1 | -3 | 0% | 1% | -7% | 5 | 0% | 2 | 24 | 9% | -14%
COc1ccc(NC(=O)CN2CCCCC2)cc1 | -3 | -9% | 0% | -3% | -28 | 1% | 11 | 4 | 10% | ?
CCCCC(=O)N/N=C(/C)C1=C(C)C(C)(C)OC1=O | -18 | 4% | -1% | -3% | 9 | 0% | -2 | 3 | 19% | 16%
COc1cccc(CNC(=O)c2cc(S(=O)(=O)N3CCCCC3)c[nH]2)c1 | -5 | 5% | -2% | 9% | 1 | -1% | 17 | 26 | 4% | 3%
CCN(C(=S)Nc1ccc(C(C)=O)cc1)C1CCCCC1 | -7 | 2% | -2% | -1% | -2 | 0% | -2 | 1 | 7% | -5%
CCOC(=O)CN1C(=O)CC(c2ccccc2)C1=O (configuration not stated) | 19 | -1% | 2% | 0% | -12 | 0% | -5 | 0 | -1% | 1%
O=C1CCc2cc(NS(=O)(=O)c3ccccc3)cc3c2N1CC3 | 1 | -2% | 4% | -2% | 0 | -5% | 2 | -4 | 3% | 28%
CCCn1nnnc1NC(=O)c1cc(Cl)ccc1Cl | -2 | 2% | 23% | 7%[46.1 µM] | 4 | 4% | 11 | 8 | -1% | -4%
CCCNC(=O)COC(=O)/C=C/c1ccco1 | -2 | -16% | -6% | -4%[46.1 µM] | 9 | 1% | -8 | 3 | -10% | 2%
O=c1c2cc(F)ccc2sn1-c1ccccc1 | 22 | 5% | -39%[inhibitor] | -2% | 0 | 2% | 7 | 21 | 5% | ?
Cn1c(N)c(C(=O)COC(=O)C2(c3ccc(F)cc3)CCCC2)c(=O)n(C)c1=O | -2 | 0% | -2% | -10% | -13 | 3% | 0 | 9 | 17% | -16%
CCn1c(CC(=O)Nc2ccccc2)nnc1SCC(=O)NC1CCCC1 | -2 | 2% | 2% | 7% | 9 | 0% | -9 | 1 | -10% | -2%
CCN(Cc1ccccc1)C(=O)Cc1c[nH]c2ccccc12 | 2 | -2% | -3% | -4% | -12 | -2% | 8 | -1 | -21% | 1%
O=C(CNC(=O)C12CC3CC(CC(C3)C1)C2)NCc1ccccc1 | -11 | 3% | 7% | 10% | -2 | 0% | 27 | 3 | 11% | -4%
COc1ccc2[nH]c(C(=O)NCCCn3ccnc3)cc2c1 | -2 | -6% | -9% | 1% | 0 | 3% | -3 | 6 | 6% | 0%
O=c1cc(CSc2ccc(Cl)cc2)nc(N2CCOCC2)[nH]1 | -21 | -5% | 2% | 1% | -2 | -1% | -3 | 2 | 0% | -5%
CCc1ccc(C(=O)CN2C(=O)NC3(CCc4ccccc43)C2=O)cc1 (configuration not stated) | 12 | -8% | 4% | -4% | -2 | 2% | 18 | -3 | -8% | 13%
Cc1ccc(NC(=O)COC(=O)c2cccnc2)cc1 | -4 | 0% | -6% | -5% | 0 | -2% | -5 | -1 | 0% | 11%
CC1CCN(S(=O)(=O)c2ccc(C(=O)N3CCN(c4ccccc4F)CC3)cc2)CC1 | -18 | 4%[11.5 µM] | 5% | -1% | -27 | -2% | 0 | 5 | -1% | ?
COc1ccccc1NC1=CC(=O)CC(c2ccccc2)C1 (configuration not stated) | -7 | 7% | 1% | -2%[46.1 µM] | 14 | -3% | -11 | -4 | -3% | ?
Cc1ccc(CNC(=O)Cn2c(=O)n(-c3ccccc3)c(=O)c3sccc32)cc1 | -6 | 2% | -6% | 0% | 0 | -8% | 1 | -8 | 8% | 17%
C=CCn1c(SCC(=O)Nc2ccc(-c3nc4ccc(C)cc4s3)cc2)nnc1-c1ccccc1 | 1 | 6% | 3% | -7%[46.1 µM] | 1 | 2% | 7 | 0 | -3% | ?
COCCn1c(SCC(=O)NCc2ccc3c(c2)OCO3)nnc1-c1c[nH]c2ccccc12 | -149* | 3% | -1% | 6% | -215* | 3% | 15 | 1 | -8% | ?
C=CCc1c(C)nc2cc(-c3ccc(C)cc3)[nH]n2c1=O | -25 | 1% | 5% | · | 2 | -1% | 7 | -5 | 7% | ?
COc1ccc(S(=O)(=O)N2CCN(C(=O)/C=C/c3ccco3)CC2)cc1 | 2 | -4% | -9% | 12% | 18 | 2% | -3 | 5 | 14% | -27%
COc1ccc(S(=O)(=O)NCC(c2cccnc2)N2CCN(Cc3ccccc3)CC2)cc1 (configuration not stated) | 12 | 2% | -3% | 8% | 14 | 2% | 0 | 0 | -5% | -2%

The listing continues:
SMILES | KCNH2 WT inh | A-T KAP1 phos | Mito fusion yeast | TCR activator | KCNH2 3.1 inh | USP2a block | TSHR antagonist | TRPV1 agonist | Eya2 inh | ELG1 DNA repair
CC(O)CNCCNCc1c(OCc2ccccc2)ccc2ccccc12 (configuration not stated) | 29 | 10% | -15% | -14% | -19 | 14% | 20 | 0 | 1% | 10%
COc1ccc(C(=O)NC(=S)Nc2ccc(CN3CCCCC3)cc2)cc1Cl | 2 | -3% | -4% | -5% | -37 | 3% | -4 | 4 | -7% | -4%
O=C(NC(Cc1ccccc1)C(=O)O)/C(=C/c1ccc([N+](=O)[O-])cc1)NC(=O)c1ccc(Br)o1 (configuration not stated) | 5 | 1% | -10% | -3% | -20 | 3% | 5 | 5 | -6% | 6%
Cc1ccc2c(c1)C(c1ccccc1)C(=O)O2 (configuration not stated) | -4 | 2% | -2% | 3% | 10 | 1% | 20 | -8 | 2% | 17%
CC(C)(C)c1cc(NC(=O)Nc2ccc(Cl)cc2Cl)no1 | -6 | ? | 5% | 3% | -2 | 2% | -18 | 3 | -5% | 13%
CCOC(=O)C1(CCCc2ccccc2)CCN(C2CCSCC2)CC1 | -126* | 1% | 18% | 5% | -107* | -2% | -3 | 11 | 3% | ?
CCOCCCNC(=O)C(c1ccc(OC)cc1)N(Cc1ccc2c(c1)OCO2)C(=O)c1cnccn1 (configuration not stated) | -1 | 1% | 5% | · | 4 | -5% | -14 | -6 | ? | -5%

Reprinted at random: 3 records from the list.
SMILES | KCNH2 WT inh | A-T KAP1 phos | Mito fusion yeast | TCR activator | KCNH2 3.1 inh | USP2a block | TSHR antagonist | TRPV1 agonist | Eya2 inh | ELG1 DNA repair
COc1ccc(S(=O)(=O)NCC(c2cccnc2)N2CCN(Cc3ccccc3)CC2)cc1 (configuration not stated) | 12 | 2% | -3% | 8% | 14 | 2% | 0 | 0 | -5% | -2%
CCOC(=O)C1(CCCc2ccccc2)CCN(C2CCSCC2)CC1 | -126* | 1% | 18% | 5% | -107* | -2% | -3 | 11 | 3% | ?
COc1ccc(S(=O)(=O)N2CCN(C(=O)/C=C/c3ccco3)CC2)cc1 | 2 | -4% | -9% | 12% | 18 | 2% | -3 | 5 | 14% | -27%

Compound profiles, from the list above:
CCOC(=O)CN1C(=O)CC(c2ccccc2)C1=O (configuration not stated) reads KCNH2 WT inh = 19; A-T KAP1 phos = -1%; Mito fusion yeast = 2%; TCR activator = 0%; KCNH2 3.1 inh = -12; USP2a block = 0%; TSHR antagonist = -5; TRPV1 agonist = 0; Eya2 inh = -1%; ELG1 DNA repair = 1%
CCCCC(=O)N/N=C(/C)C1=C(C)C(C)(C)OC1=O reads KCNH2 WT inh = -18; A-T KAP1 phos = 4%; Mito fusion yeast = -1%; TCR activator = -3%; KCNH2 3.1 inh = 9; USP2a block = 0%; TSHR antagonist = -2; TRPV1 agonist = 3; Eya2 inh = 19%; ELG1 DNA repair = 16%
